STEP block – STEP phosphatase inhibitors, primary screen, biochemical, fluorescence intensity, uHTS | Tyrosine-protein phosphatase non-receptor type 5 (Homo sapiens), P54829 | recombinant STEP, OMFP fluorogenic substrate | inhibition, % at 20 µM | 360,000 compounds, 0.25% hits | AID 588621, 2011;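 active = inhibition at 20 µM, scaled per plate between control wells, above about 37%, limit read from the data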;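 note: 0% = DMSO with enzyme and substrate and 100% = substrate only without enzyme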
Target sequence (P54829 whole entry, looked up): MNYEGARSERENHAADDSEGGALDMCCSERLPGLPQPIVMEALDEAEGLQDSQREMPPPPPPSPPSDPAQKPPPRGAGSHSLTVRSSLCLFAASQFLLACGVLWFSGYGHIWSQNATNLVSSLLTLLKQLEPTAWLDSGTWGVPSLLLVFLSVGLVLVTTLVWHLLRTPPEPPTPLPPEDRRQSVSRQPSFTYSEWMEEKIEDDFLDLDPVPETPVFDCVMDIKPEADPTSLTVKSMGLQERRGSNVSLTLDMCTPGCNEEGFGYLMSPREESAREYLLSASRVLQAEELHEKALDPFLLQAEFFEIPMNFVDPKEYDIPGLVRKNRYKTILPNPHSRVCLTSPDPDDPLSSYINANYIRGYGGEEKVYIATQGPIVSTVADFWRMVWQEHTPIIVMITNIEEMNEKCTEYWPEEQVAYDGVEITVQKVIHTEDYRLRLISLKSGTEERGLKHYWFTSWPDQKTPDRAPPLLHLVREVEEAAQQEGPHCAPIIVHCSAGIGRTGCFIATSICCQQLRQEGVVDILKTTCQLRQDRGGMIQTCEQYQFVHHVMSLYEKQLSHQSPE
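material = STEP tyrosine phosphatase | reagent = fluorogenic phosphatase substrate OMFP at 25 µM final | doses = single compound dose of 20 µM, 1% DMSO final | schedule = 20 min reaction, room temperature, in the dark | measured by = fluorescence, 480/540 nm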
eLon inh – inhibitors of E. coli Lon protease, primary screen, biochemical, fluorescence polarization. P0A9M0. purified E. coli Lon protease. inhibition, % at 7.94 µM. 360,000 compounds, 0.42% hits. AID 602123, 2011; in the data active = inhibition above about 13%, passing the limit was not always enough;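 note: 0% = enzyme with probe and DMSO and 100% = no enzyme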
LMPTP block – LMPTP phosphatase inhibitors, primary screen, biochemical, fluorescence intensity, uHTS; Low molecular weight phosphotyrosine protein phosphatase (Homo sapiens), P24666; recombinant LMPTP-A, OMFP fluorogenic substrate; inhibition, % at 20 µM; 360,000 compounds, 0.22% hits; AID 651560, 2012;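 active = compounds that cut the enzyme signal by at least half of the control window in the single-dose screen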;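 note: plate controls were DMSO wells with enzyme plus substrate for no effect and substrate without enzyme for full effect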
Target sequence (P24666 whole entry, looked up): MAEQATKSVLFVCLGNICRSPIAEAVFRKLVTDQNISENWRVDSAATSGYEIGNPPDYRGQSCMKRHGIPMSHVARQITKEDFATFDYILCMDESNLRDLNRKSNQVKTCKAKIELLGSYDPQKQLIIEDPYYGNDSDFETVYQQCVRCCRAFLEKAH
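Test system – LMPTP-A phosphatase enzyme · Quantity – 0.625 nM LMPTP-A final · Reagent – OMFP substrate, 400 µM final · Dosing – one test concentration per compound, 20 µM, with 3% DMSO overall · Timing – 50 min enzyme reaction at room temperature, protected from light · Detection – fluorescence intensity · Controls – substrate-only low control, DMSO enzyme-plus-substrate high control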
MsrA inhibitor – bovine MsrA enzyme inhibitors, primary screen, biochemical, absorbance, HTS; purified bovine MsrA, absorbance read-out; inhibition, % at 15.5 µM; 360,000 compounds, 0.75% hits; AID 651718, 2012; in the data active = inhibition above about 4.5%;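 note: 0% = vehicle wells with enzyme and 100% = reference inhibitor wells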
Tb MetRS inh – T. brucei MetRS inhibitors, primary screen, biochemical, luminescence; inhibition, % at 11.9 µM; purified T. brucei MetRS, ATP depletion, Kinase-Glo luminescence; AID 624268, 2012; 360,000 compounds, 0.4% hits;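 active = inhibition above a per-plate cutoff of the control wells' mean inhibition plus 3 SD, cut at about 5.5% in these data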;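 note: 0% = DMSO wells median and 100% = median of wells with control inhibitor compound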
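Dosing: 11.9 µM single point; system: parasite MetRS enzyme; technique: luminescence of leftover ATP; times: 15 min enzyme-compound preincubation, 2 h reaction, 10 min detection, 25 °C; replicates: each compound tested once; read-out basis: percent inhibition relative to median high and low control wells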
MsrA act – bovine MsrA enzyme activators, primary screen, biochemical, absorbance, HTS; Methionine sulfoxide reductase A (Bos taurus); purified bovine MsrA, absorbance read-out; activation, % at 10.6 µM; 360,000 compounds, 0.3% hits; AID 602163, 2012; in the data active = activation above about 7.5%;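 note: 0% = vehicle and 100% = reference activator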
NRP1-CendR mod – modulators of CendR peptide binding to NRP-1, primary screen, biochemical, fluorescence polarization, uHTS; Neuropilin-1 (Homo sapiens), O14786; FAM-RPARPAR peptide binding to NRP-1; inhibition, % at 25 µM; 360,000 compounds, 0.85% hits; AID 602438, 2012;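 active = inhibition or corrected inhibition above about 18%, plus a signal ratio from 0.5 to 1.5, limit read from the data, passing the limit was not always enough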; note: strong numbers were not always called active
Scp1 inh – Scp-1 phosphatase inhibitors, primary screen, biochemical, colorimetric, uHTS. Carboxy-terminal domain RNA polymerase II polypeptide A small phosphatase 1 (Homo …. Recombinant Scp1, phosphopeptide, malachite green phosphate absorbance. inhibition, % at 20 µM. 340,000 compounds, 0.88% hits. AID 493091, 2011;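 active = inhibition above about 50% at 20 µM, limit read from the data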;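 note: plate controls were DMSO wells with enzyme for no effect and wells lacking enzyme for full effect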
Target sequence (Q9GZU7 76-261 limits assumed): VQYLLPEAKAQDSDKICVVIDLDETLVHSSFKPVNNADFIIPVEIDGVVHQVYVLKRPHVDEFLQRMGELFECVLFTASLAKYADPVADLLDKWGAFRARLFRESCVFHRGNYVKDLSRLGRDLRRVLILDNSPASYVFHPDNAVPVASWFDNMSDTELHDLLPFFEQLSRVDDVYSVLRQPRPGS
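System: SCP-1 catalytic domain; Reagent: Phospho 17-mer peptide substrate; Doses: one concentration, 20 µM, with 1.0% DMSO; Incubation: 45 min room-temperature reaction, 5 min colour, 30 min stabiliser; Signal: Phosphate-binding colour reagent, absorbance read at 630 nm.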
DNMT1 block – human DNMT1 methyltransferase inhibitors, primary screen, biochemical, molecular beacon, fluorescence, HinP1I cleavage, uHTS | inhibition (reported as % activation of signal), % at 10 µM | 360,000 compounds, 0.83% hits; in the data active = inhibition above about 50%
SUMO1-SIM PPI – modulators of SUMO1 protein-protein interactions, primary screen, biochemical, uHTS. AID 602429, 2012. 360,000 compounds, 0.33% hits. SUMO1 binding to a labelled peptide, TR-FRET, 1 h. inhibition, % at 20 µM; in the data active = inhibition above about 37%
Target sequence (P63165 whole entry, looked up): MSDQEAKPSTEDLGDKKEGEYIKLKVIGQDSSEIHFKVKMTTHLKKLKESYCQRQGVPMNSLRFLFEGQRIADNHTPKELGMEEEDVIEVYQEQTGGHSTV
The depositor's hits bear a star; · = not tested or not shown.

SMILES	STEP block	eLon inh	LMPTP block	MsrA inhibitor	Tb MetRS inh	MsrA act	NRP1-CendR mod	Scp1 inh	DNMT1 block	SUMO1-SIM PPI
COc1ccccc1-c1nnc2n1N=C(c1ccc(OC(F)F)c(OCC3CC3)c1)CS2	1	7	-0.1	0.4	-0.2	0	19*	8	7	21
CC(=O)/C=C/c1ccccc1Oc1c(F)c(F)nc(F)c1F	-2	2	1.1	1.0	-0.2	-6	8	-4	6	2
O=C(Nc1cccc(S(=O)(=O)N2CCCCC2)c1)c1ccc2ncsc2c1	-1	-6	0.6	-0.6	-0.5	-2	-4	-5	-4	15
O=C(NNc1ccc([N+](=O)[O-])cc1[N+](=O)[O-])C1C2CCCCC21 (stereo not drawn)	-2	6	0.3	2.0	2.8	-2	1	-6	9	-21
CCOc1ccc(C(C)NC(=O)C2CCC2)cc1 (stereo not drawn)	0	9	-1.3	-0.3	-0.1	-3	-8	-4	-1	-1
Cc1ccc(Nc2nc(-c3ccc(C)cc3)c(CC(=O)O)s2)cc1	-3	-85	1.3	1.5	-0.7	5	-93	-5	-27	7
CC(=O)Nc1ccc(CC(=O)NCCC(c2ccccc2)c2ccccc2)cc1	1	1	0.9	1.2	0.2	-1	1	-4	-1	1
CCOC(=O)C1CCN(C(=O)c2ccccc2N(C)S(=O)(=O)c2ccccc2)CC1	-1	9	-0.3	1.4	-0.4	-9	8	3	7	0
Cc1ccc(OCc2cc(C(=O)N3CCC(c4ccccc4Cl)C3)no2)cc1C (stereo not drawn)	3	-22	4.9	0.8	0.5	1	6	-3	-2	0
CCCCN(C(=O)c1ccc(NC(=O)C(C)C)cc1)c1ccccc1	0	-2	0.3	1.0	-0.3	0	1	-4	3	-1
O=C(NNC(=O)c1ccccc1-n1cccc1)c1ccc(Cl)nc1	1	-9	-0.3	-0.2	-0.5	-9	9	3	7	1
O=C(NC(Cc1ccccc1)C(=O)O)/C(=C\c1ccco1)NC(=O)c1ccc(Br)cc1 (stereo not drawn)	0	-5	0.7	2.7	0.0	-2	-77	14	17	15
COc1ccc(S(=O)(=O)N2CCCC(C(=O)N3CCN(Cc4ccccc4)CC3)C2)cc1Cl (stereo not drawn)	0	-10	0.0	0.1	-0.3	-3	-2	·	3	1
Cc1cc(=O)[nH]c(N=N/C(=N/Nc2ccccc2C)c2ccccc2)n1	1	10	0.5	-0.2	-0.6	0	-12	9	2	-6
COc1ccc(-n2ncc3c(=O)n(CC(=O)N(C(C)C)C(C)C)cnc32)cc1	2	-4	-1.7	0.7	-0.5	-4	-3	-7	0	-3

Of the compounds above, these have four or more nitrogen atoms.
SMILES	STEP block	eLon inh	LMPTP block	MsrA inhibitor	Tb MetRS inh	MsrA act	NRP1-CendR mod	Scp1 inh	DNMT1 block	SUMO1-SIM PPI
COc1ccccc1-c1nnc2n1N=C(c1ccc(OC(F)F)c(OCC3CC3)c1)CS2	1	7	-0.1	0.4	-0.2	0	19*	8	7	21
O=C(NNc1ccc([N+](=O)[O-])cc1[N+](=O)[O-])C1C2CCCCC21 (stereo not drawn)	-2	6	0.3	2.0	2.8	-2	1	-6	9	-21
O=C(NNC(=O)c1ccccc1-n1cccc1)c1ccc(Cl)nc1	1	-9	-0.3	-0.2	-0.5	-9	9	3	7	1
Cc1cc(=O)[nH]c(N=N/C(=N/Nc2ccccc2C)c2ccccc2)n1	1	10	0.5	-0.2	-0.6	0	-12	9	2	-6
COc1ccc(-n2ncc3c(=O)n(CC(=O)N(C(C)C)C(C)C)cnc32)cc1	2	-4	-1.7	0.7	-0.5	-4	-3	-7	0	-3

New compounds follow
SMILES	STEP block	eLon inh	LMPTP block	MsrA inhibitor	Tb MetRS inh	MsrA act	NRP1-CendR mod	Scp1 inh	DNMT1 block	SUMO1-SIM PPI
COc1cc(C2c3sc(=O)[nH]c3SC3C(=O)N(c4ccc(C)cc4)C(=O)C32)ccc1O (stereo not drawn)	1	-2	-2.2	2.9	-0.1	-6	-20	-13	-2	-13
CCCCCC(=O)N1C[C@@H](O)[C@H](n2cc(-c3ccc(F)cc3)nn2)C[C@@H]1c1ccccc1	1	-3	-0.3	-0.5	-1.0	-1	-4	·	0	3
Cc1ccc(S(=O)(=O)N(C)C[C@H]2Oc3ccc(NC(=O)C4CCCCC4)cc3C(=O)N([C@H](C)CO)C[C@H]2C)cc1	0	5	-0.4	-0.6	-0.4	-1	6	1	0	-3
COc1cccc(C(=O)NC2CC(C)(C)Cc3c2cnn3-c2cccc(F)c2)c1OC (stereo not drawn)	1	-1	0.4	-0.5	-0.7	3	18	-2	2	-2
COc1ccc(NC(=S)Nc2cc(C)ccn2)c(OC)c1	2	5	0.3	0.3	-1.2	-2	19	-3	-2	-4
O=C(CSc1ccc(-c2ccc(F)cc2)nn1)NC1CCCCC1	1	6	0.4	1.6	-0.4	-3	19*	-1	0	-2
CC(=O)Nc1cccc(NS(=O)(=O)c2cn(C)c(=O)n(C)c2=O)c1	-2	-8	-2.5	0.1	-0.5	-1	3	-9	7	0
CC(C)(C)CC(C)(C)NC(=S)Nc1ccc2nc(-c3ccccn3)c(-c3ccccn3)nc2c1	4	-35	2.8	1.9	-0.3	-1	-80	-3	-3	-8
O=S(=O)(Nc1nc2ccccc2nc1NCC1CCCO1)c1cccs1 (stereo not drawn)	-6	-5	-0.3	2.2	-0.2	-8	7	-10	3	-3
CN1N=C2c3ccccc3CCC2C1c1ccc(Cl)cc1 (stereo not drawn)	-1	3	-0.2	1.0	0.1	-1	16	-11	7	-5
CCCCCC(=O)N1C[C@@H](n2cc(-c3ccc(F)cc3)nn2)[C@H](O)C[C@@H]1c1ccc(Cl)cc1	1	-10	1.4	-1.7	-0.9	1	-6	·	-2	1
CCC(C)(C)C1CCc2[nH]nc(C(=O)NC3CCCC3)c2C1 (stereo not drawn)	1	-19	0.5	0.4	-0.5	-1	9	1	-5	0
CCN(CCn1cccn1)C(=O)CCc1nnc(CCCc2ccccc2)o1	-3	-2	-1.3	-0.5	-0.4	-5	-4	-8	-2	5
Nc1nc(N2CCN(c3cccc(Cl)c3)CC2)n[nH]1	-1	0	0.3	0.6	-1.5	-11	-2	2	1	0
Nc1nc(NC(=O)/C=C/c2ccccc2)nn1-c1ccccc1	-4	-6	-2.2	0.9	-0.9	-3	6	-6	1	-5
COc1cc(C(C)=O)ccc1O	0	-10	-1.5	1.7	-0.3	-5	7	-3	0	1
NS(=O)(=O)c1ccc(-n2nc(C(=O)O)cc2-c2ccc(Cl)cc2)cc1	-2	-11	0.3	0.7	-1.0	-10	4	-5	3	4
COc1ccccc1N1CCN(C(=O)c2cccc(N3C(=O)NC4CC3(C)Oc3ccccc34)c2)CC1 (stereo not drawn)	2	-6	-0.6	0.8	-1.1	-9	8	0	-1	2
COC(=O)c1[nH]c2cccc(OC)c2c1NC(=O)CCN1CC(C)CC(C)C1 (stereo not drawn)	2	-4	0.6	1.1	-0.6	0	5	1	0	-2
Cc1ccc(S(=O)(=O)CCC(=O)OCC(=O)Nc2ccc(N3CCOCC3)cc2)cc1	0	-13	0.0	-0.8	-0.2	3	1	-4	0	0
COc1ccccc1C(=O)NCCC(=O)NC(C)CCc1ccccc1 (stereo not drawn)	0	2	-0.9	-0.6	-0.3	-1	4	-4	0	-3
COc1ccc(-c2cnnc(N/N=C/c3ccc(O)c(OC)c3)n2)cc1	-1	9	0.2	6.4*	-1.7	-14	-6	0	2	-10
CN(C)C(=O)c1ccc2c(c1)n(C)c(=O)n2C	0	-7	-0.5	0.8	-0.2	2	16	-6	0	5
COc1ccc(NS(=O)(=O)c2cccc(C(=O)N3CCC3)c2)cc1	0	-8	1.4	0.3	0.1	-4	-12	-6	-1	0
Cc1cccc(C(=O)n2cnnc2N)c1	0	-6	-1.4	-1.6	-0.7	-8	-16	-1	2	-1
CC1CCCN(c2ccc3nncn3n2)C1 (stereo not drawn)	0	-13	-1.1	2.0	-1.3	-1	7	-7	-2	-5
COc1cc(C(=O)Nc2nc3ccccc3[nH]2)cc(OC)c1OC	-1	6	-0.1	0.8	0.1	-1	5	-9	-2	5
CCN(C(=O)CSc1nnc(-c2ccco2)n1CC)c1c(N)n(Cc2ccccc2)c(=O)[nH]c1=O	0	-4	-0.1	0.3	-0.5	-6	-8	-1	3	2
CSc1nc(NC(C)C)nc(N2CCOCC2)n1	-2	-17	-0.4	-0.7	-1.2	-4	-4	5	3	-1
COc1ccccc1N(CC(=O)Nc1ccc(S(=O)(=O)N2CCOCC2)cc1)S(C)(=O)=O	-2	6	0.1	0.7	-0.2	-6	5	4	5	-1
Cc1c(C(=O)N2CCCCC2)c(S(=O)(=O)N(C)Cc2ccccc2)c(C)n1C	-1	-1	-1.2	-1.0	0.0	1	8	-6	-2	7
O=C(C1CCN(S(=O)(=O)c2cccs2)CC1)N1CCc2ccccc2C1	-1	-4	-1.2	0.1	-0.1	-2	-12	-4	-10	2
CC1=C(C(=O)Nc2ccc(C(=O)NC(C)c3ccccc3)cc2)SCCO1 (stereo not drawn)	-1	-2	0.2	-0.4	-0.3	1	8	-10	-2	1
O=C(OCCOCCN=C1NS(=O)(=O)c2ccccc21)c1ccccc1Br	3	1	-0.2	-0.2	-0.8	-6	2	-5	1	2
COc1ccc(CNC(=O)C(C)N2CCN(c3ccc(C(C)=O)cc3)CC2)cc1 (stereo not drawn)	1	0	-1.2	2.3	0.0	-5	-4	1	2	-1
CC(C)(C)NC(=O)COC(=O)CCC(=O)c1ccc(F)cc1	-2	3	-1.1	0.1	-0.7	-2	7	-7	0	1
COc1ccc(CNC(=O)c2ccc(Cn3nc(C)c([N+](=O)[O-])c3C)o2)cc1	-1	-10	-0.3	0.8	-0.3	-3	-1	-1	-4	1
COc1cccc(NS(=O)(=O)c2c(C(=O)N3CCCCCC3)c(C)n(C)c2C)c1	0	-7	-0.5	0.3	-0.2	-2	6	-8	1	3
COc1ccc(CNc2ncnc3ccccc23)cc1	-1	0	24	-0.5	0.4	-2	-1	2	-1	-1
